Bioassay records (PubChem)
DDE Tn6 FP inh – inhibitors of Tn6 peptide binding to human fibrin DD(E); Fibrin DD(E) TRITC-Tn6 fluorescence polarization displacement; inhibition, % at 8.3 µM; actives 0.21% (n = 370,000);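 active means inhibition above a per-campaign cutoff: mean of compounds within control limits plus 3 SD, cut at about 15% in these data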;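 further: 0% = median of all compound wells on the plate and 100% = blocking peptide control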
Target sequence (P02675 whole entry, looked up): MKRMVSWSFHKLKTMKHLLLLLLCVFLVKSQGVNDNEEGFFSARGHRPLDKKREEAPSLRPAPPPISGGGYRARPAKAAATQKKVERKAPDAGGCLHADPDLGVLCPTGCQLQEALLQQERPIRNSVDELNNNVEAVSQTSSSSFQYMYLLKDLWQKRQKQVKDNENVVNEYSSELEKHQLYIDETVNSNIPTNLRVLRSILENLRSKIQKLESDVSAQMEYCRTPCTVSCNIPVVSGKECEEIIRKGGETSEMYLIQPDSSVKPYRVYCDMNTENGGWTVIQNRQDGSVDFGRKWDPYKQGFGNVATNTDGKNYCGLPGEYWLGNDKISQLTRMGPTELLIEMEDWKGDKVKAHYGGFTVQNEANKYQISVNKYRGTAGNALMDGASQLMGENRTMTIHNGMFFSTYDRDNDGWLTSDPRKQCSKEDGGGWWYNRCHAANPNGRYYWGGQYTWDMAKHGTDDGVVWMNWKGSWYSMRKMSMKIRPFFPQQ
UHRF1 binding – human UHRF1 methylated DNA binding inhibitors. Q96T88. UHRF1 binding to methylated oligo, TR-FRET. inhibition, % at 4.4 µM. actives 0.75% (n = 370,000). AID 687016; in the data active means inhibition above about 21%;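 further: UHRF1 SRA domain binding a hemimethylated CpG hairpin DNA probe; 0% = median of test compound wells and 100% = reference inhibitor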
PLCg1 inh – blocks human PLC-gamma1 enzyme activity; inhibition, % at 12.2 µM; purified PLC-gamma1, fluorogenic substrate, fluorescence; P19174; actives 0.84% (n = 370,000); in the data active means inhibition above about 9.5%
ADAM17 inh – inhibits human ADAM17. inhibition, % at 6.95 µM. recombinant ADAM17, EDANS/DABCYL FRET peptide cleavage. actives 0.83% (n = 370,000). AID 720648;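 active means inhibition above the mean of compounds lying between control limits plus 3 SD, set per campaign, cut at about 8.5% in these data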;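 further: 0% = DMSO-only wells as the low control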
Tn7 DDE FP – DD(E)-Tn7 binding inhibition, primary FP screen. FP displacement of FITC-Tn7 peptide from fibrin DD(E); 0% = median of compound wells per plate. inhibition, % at 8.3 µM. actives 0.13% (n = 370,000);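 active means inhibition above the mean of compounds falling within the control limits plus 3 SD of them, cut at about 14% in these data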;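 further: 0% = plate median of compound wells and 100% = 10 µM Aha-Tn7 peptide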
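Measure: % inhibition scaled between sample-field median and high-control FP; Test system: human fibrin DD(E); Quantity: 2 µM final DD(E) protein; Doses: one dose, 8.3 µM nominal; Schedule: compound with protein 10 min, then 3 h after probe, room temperature; Detection: fluorescence polarization; Medium: Tris buffer with calcium and detergent, pH 7.8.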
ARFGAP1 inhibitor – inhibitors of rat ARFGAP1 | AID 651572 | Arfgap1-stimulated ARF1 GTP hydrolysis, GDP FP detection | actives 0.26% (n = 360,000) | inhibition, % at 16.5 µM;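 active means inhibition above a per-plate limit, mean inhibition of low control wells plus 3 SD, cut at about 25% in these data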;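 further: 0% = DMSO wells with enzyme and 100% = wells lacking Arfgap1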
Target sequence (Q62848 1-136 limits assumed): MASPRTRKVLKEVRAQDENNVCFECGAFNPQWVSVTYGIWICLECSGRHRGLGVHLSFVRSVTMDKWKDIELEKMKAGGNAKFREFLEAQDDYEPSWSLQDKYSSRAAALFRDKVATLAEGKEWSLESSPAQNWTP
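Assay system: purified rat His6-Arfgap1 residues 1-136 (GAP domain); Reagent: human Δ17 ARF1 bound to GTP; Dosing: 16.5 µM single point, 1.26% DMSO; Times: GTP hydrolysis reaction 2 h at 25 °C; Signal: FP, GDP Alexa 633 tracer displaced from anti-GDP antibody, 620/688 nm; Measure: % inhibition from polarization.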
KLK7 zymogen act – proKLK7 (human) activation, primary screen. activation, % at 7 µM. P49862. purified proKLK7, EDANS-DABCYL substrate fluorescence; 100% is mature enzyme control, 0% vehicle. actives 0.9% (n = 370,000). AID 652039;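 active means activation above the mean of all tested compounds plus 3 SD, computed per campaign excluding outliers beyond control limits, cut at about 13% in these data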
Target sequence (P49862 whole entry, looked up): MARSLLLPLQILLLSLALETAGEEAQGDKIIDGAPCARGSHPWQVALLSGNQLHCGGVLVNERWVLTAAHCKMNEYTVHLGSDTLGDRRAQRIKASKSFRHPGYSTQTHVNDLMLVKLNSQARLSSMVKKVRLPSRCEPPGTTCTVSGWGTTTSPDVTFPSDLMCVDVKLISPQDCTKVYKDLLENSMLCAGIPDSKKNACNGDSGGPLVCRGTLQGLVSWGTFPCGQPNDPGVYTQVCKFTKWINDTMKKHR
ASAP1 GAP inh – inhibitors of human ASAP1 ArfGAP activity; Q9ULH1; ASAP1-stimulated ARF1 GTP hydrolysis, GDP FP detection; inhibition, % at 16.5 µM; actives 0.19% (n = 360,000); AID 624377; in the data active means inhibition above about 25%;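 further: 0% = vehicle with enzyme and substrate and 100% = no enzyme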
PLC-beta3 inh – blocks human PLC-beta3 enzyme activity | Q01970 | Purified PLC-beta3, fluorogenic substrate, fluorescence | inhibition, % at 12.2 µM | actives 0.18% (n = 370,000) | AID 720704; in the data active means inhibition above about 11%;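 further: 0% = median of compound wells on plate and 100% = full blocker control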
MBD2 inh – blocks human MBD2 binding to methylated DNA | AID 686964 | inhibition, % at 4.4 µM | Q9UBB5 | actives 0.31% (n = 370,000) | TR-FRET, MBD2 binding to methylated oligonucleotide; in the data active means inhibition above about 13%
* hit, by the source's call; . = no result given.

no.	compound	ASAP1 GAP inh	PLC-beta3 inh	PLCg1 inh	KLK7 zymogen act	Tn7 DDE FP
1	CCOC(=O)C1CCN(S(=O)(=O)c2ccc3c(c2)CC(C)N3C(=O)C2CC2)CC1 (stereo unspecified)	1	-8	8	-0.6	0
2	CC(=O)Oc1ccc(C(=O)Nc2cccc(C(=O)c3ccc(C)c(C)c3)c2)cc1	4	9	15*	0.5	4
3	O=C(CSCc1ccc(F)cc1)Nc1ccc(N2CCOCC2)cc1N1CCOCC1	-3	-6	-3	-0.7	3
4	CS(=O)(=O)n1nc(-c2cccnc2)nc1NCc1ccccc1	11	-7	0	0.3	2
5	NC(=O)C1CCN(C(=O)CNC(=O)c2ccccc2)CC1	-3	-6	0	-0.3	6
6	CC(C)COc1ccc(C(=O)OCC(=O)NCc2cccs2)cc1	17	-2	0	-0.1	4
7	O=C(O)c1cc(C(=O)O)c(-c2ccccc2)c(C(=O)O)c1	10	0	0	-0.1	8
8	Fc1ccc(CNC(=S)Nc2ccc(Cl)cc2)cc1	4	0	2	0.4	2

no.	MBD2 inh	ADAM17 inh	UHRF1 binding	ARFGAP1 inhibitor	DDE Tn6 FP inh
1	1	5	10	16	-12
2	2	16*	3	6	-11
3	1	-9	-1	-2	-2
4	3	-7	1	10	-6
5	3	-6	-1	-6	-4
6	4	-2	0	-10	3
7	-2	-2	-1	-3	4
8	3	3	2	2	1

The list continues.
no.	compound	ASAP1 GAP inh	PLC-beta3 inh	PLCg1 inh	KLK7 zymogen act	Tn7 DDE FP
9	COc1ccc(C(C#N)=C2C=CC(=NO)C(C)=C2Cl)cc1	-2	0	0	-0.2	-10
10	O=C(Cc1cccc(NC(=O)C2CCCN(C(=O)CCc3ccccc3)C2)c1)Nc1cccc(C(=O)N2CCOCC2)c1 (stereo unspecified)	11	0	3	0.9	-4
11	CCN1CCCC1CNC(=O)c1cc(NC(C)=O)c(N(C)C)cc1OC (stereo unspecified)	4	-2	-1	0.4	4
12	Cc1cc(SCC(=O)c2ccccc2)nc(SCC(=O)c2ccccc2)n1	2	-4	-2	-0.3	-9
13	Cc1c(C(=O)NCCc2ccc(S(N)(=O)=O)cc2)cccc1[N+](=O)[O-]	-6	2	2	0.0	-3
14	COc1cccc(CNC(=O)c2csc3c2CCCC3)c1	4	-7	-1	0.3	12
15	COc1cc(/C=N/n2cnnc2)ccc1OC(=O)c1ccco1	-15	-1	1	1.5	4
16	CCn1ncc(CN2CCN(Cc3cccc(OC)c3)C(CCO)C2)c1C (stereo unspecified)	6	-3	1	0.1	2

no.	MBD2 inh	ADAM17 inh	UHRF1 binding	ARFGAP1 inhibitor	DDE Tn6 FP inh
9	2	2	-2	5	2
10	-2	0	1	7	-3
11	4	-2	2	4	-3
12	7	2	3	6	-6
13	-3	0	0	5	6
14	1	-6	0	-7	4
15	1	-1	0	2	0
16	-4	-4	0	14	8

Arranged by value in ADAM17 inh (ascending): some entries from above
no.	compound	ASAP1 GAP inh	PLC-beta3 inh	PLCg1 inh	KLK7 zymogen act	Tn7 DDE FP
14	COc1cccc(CNC(=O)c2csc3c2CCCC3)c1	4	-7	-1	0.3	12
16	CCn1ncc(CN2CCN(Cc3cccc(OC)c3)C(CCO)C2)c1C (stereo unspecified)	6	-3	1	0.1	2
11	CCN1CCCC1CNC(=O)c1cc(NC(C)=O)c(N(C)C)cc1OC (stereo unspecified)	4	-2	-1	0.4	4
15	COc1cc(/C=N/n2cnnc2)ccc1OC(=O)c1ccco1	-15	-1	1	1.5	4
13	Cc1c(C(=O)NCCc2ccc(S(N)(=O)=O)cc2)cccc1[N+](=O)[O-]	-6	2	2	0.0	-3
12	Cc1cc(SCC(=O)c2ccccc2)nc(SCC(=O)c2ccccc2)n1	2	-4	-2	-0.3	-9

no.	MBD2 inh	ADAM17 inh	UHRF1 binding	ARFGAP1 inhibitor	DDE Tn6 FP inh
14	1	-6	0	-7	4
16	-4	-4	0	14	8
11	4	-2	2	4	-3
15	1	-1	0	2	0
13	-3	0	0	5	6
12	7	2	3	6	-6

The results go on:
no.	compound	ASAP1 GAP inh	PLC-beta3 inh	PLCg1 inh	KLK7 zymogen act	Tn7 DDE FP
17	COc1ccc(S(=O)(=O)c2nnn(-c3cccc(OC)c3)c2N)cc1	4	-1	1	0.6	4
18	C=CCNC(=O)C(C#N)c1nc2ccccc2nc1N1CCCCCC1 (stereo unspecified)	3	-394	-341	5.5	1
19	CCC1CCCCN1C(=O)CSc1nc(N)c(NC(=O)c2ccco2)c(=O)[nH]1 (stereo unspecified)	-7	-9	-6	-0.9	1
20	Cc1ccc(C(=O)c2c3ccc([N+](=O)[O-])cc3[n+]([O-])n2CCCN)cc1	5	-16	-7	-1.1	8
21	CCCCn1ccnc1C(=O)c1ccc(S(=O)(=O)N(CCOC)CCOC)cc1	7	1	3	0.2	4
22	O=C(c1cc([N+](=O)[O-])ccc1Cl)N1CCN(c2ccccn2)CC1	14	2	1	-0.5	-7
23	CCCCNC(=O)c1cc2nc3c(c(C(F)(F)F)n2n1)CCc1ccccc1-3	-14	-4	-5	0.1	3
24	Cc1cc(N=Cc2c(O)n(-c3ccc4c(c3)OCO4)c(=O)c3ccccc23)ccn1	39*	-391	-322	10	-1

no.	MBD2 inh	ADAM17 inh	UHRF1 binding	ARFGAP1 inhibitor	DDE Tn6 FP inh
17	-9	4	-1	9	8
18	-9	-237	-10	2	5
19	1	-6	-4	14	4
20	-2	-1	-5	11	-10
21	7	-4	4	4	0
22	-1	-1	1	9	2
23	2	1	-2	-3	6
24	0	-132	-1	-8	1

Next structures.
no.	compound	ASAP1 GAP inh	PLC-beta3 inh	PLCg1 inh	KLK7 zymogen act	Tn7 DDE FP
25	CN(C)c1cccc(-c2csc(N3CCC(C(N)=O)CC3)n2)c1	-1	2	1	-0.3	3
26	OCC[C@@H]1C[C@@H](O)[C@H](O)[C@]2(Cc3ccccc3O2)O1	5	1	-1	0.2	-8
27	CC1(C)Cc2c(cnn2-c2cccc(F)c2)C(NC(=O)c2ccc[n+]([O-])c2)C1 (stereo unspecified)	1	-12	-3	-0.9	2
28	COc1ccc(N2C(=O)/C(=C/c3ccc([N+](=O)[O-])cc3)N=C2C)c(OC)c1	10	-3	0	-0.2	1
29	COC(=O)[C@]12C[C@H](CC(=O)NCCC(C)C)C(=O)N(CCc3ccc(OC)c(OC)c3)C1=C[C@H](COCc1ccccc1)O[C@@H]2C	.	-1	0	0.6	-1
30	O=C(Cn1c(=O)oc2ccccc21)NC(=O)NCc1ccco1	8	3	0	-0.3	-7
31	CCN1C(=O)CS/C1=N\c1nccs1	1	0	2	0.2	5
32	Cc1c([N+](=O)[O-])c(C(=O)Nc2ccc3c(c2)OCCO3)nn1C	-4	5	3	-0.1	-7

no.	MBD2 inh	ADAM17 inh	UHRF1 binding	ARFGAP1 inhibitor	DDE Tn6 FP inh
25	7	-4	4	6	1
26	4	-1	2	-5	-5
27	4	-5	4	2	0
28	4	1	-4	9	3
29	-3	-1	-1	.	0
30	-4	-1	-2	7	-5
31	-4	0	2	-4	2
32	-2	0	-3	10	-4

(next part)
no.	compound	ASAP1 GAP inh	PLC-beta3 inh	PLCg1 inh	KLK7 zymogen act	Tn7 DDE FP
33	O=C1NC[C@@H](CCCCN2C[C@H](Cc3ccccc3)N(CCC3CCCCC3)C(=O)C2=O)N(CCc2ccccc2)C1=O	7	6	5	-0.1	5
34	Cc1cccc(Cn2c(Sc3nc(C)cs3)nc3c2c(=O)[nH]c(=O)n3C)c1	8	2	4	-0.4	4
35	O=[N+]([O-])c1ccc(Sc2nc3ccccc3o2)c([N+](=O)[O-])c1	7	5	3	0.3	5
36	NNc1nc(Nc2ccccc2)nc(Nc2ccccc2)n1	-4	0	-2	-1.0	-4
37	Cc1ccc(Oc2nc(-c3ccccn3)nc3ccccc23)cc1	-7	-6	-2	0.5	3
38	COc1cccc(OC)c1C(=O)Nc1c(C)n(C)n(-c2ccccc2)c1=O	13	1	0	0.5	7
39	CCC(CC)C(=O)Nc1cc(NC(=O)C(CC)CC)cc(C(=O)O)c1	-6	3	1	-0.4	0
40	NC(=O)Cn1ccc(O)c(Cc2ccc(Cl)cc2Cl)c1=O	2	-4	1	-0.4	-4

no.	MBD2 inh	ADAM17 inh	UHRF1 binding	ARFGAP1 inhibitor	DDE Tn6 FP inh
33	-6	6	0	1	-3
34	0	0	-2	4	-1
35	-3	-3	-1	0	1
36	-3	3	-2	-7	-9
37	-5	1	1	-2	2
38	-6	-2	-2	-5	1
39	-7	-1	-6	-1	2
40	4	-2	3	-5	-8

Remaining list, next part:
no.	compound	ASAP1 GAP inh	PLC-beta3 inh	PLCg1 inh	KLK7 zymogen act	Tn7 DDE FP
41	COc1ccc(Cc2nnc(NC(=O)CSc3ccccc3)s2)cc1	0	-2	-2	-0.9	0
42	Cc1ccc(C)c(NC(=O)COc2coc(CN3CCc4ccccc43)cc2=O)c1	0	-1	-4	0.2	-3
43	COc1ccc2c(Cl)c(-c3nnc(SCC(=O)c4ccccc4)n3C)sc2c1	8	-1	1	0.2	-1
44	C[C@H](NC(=O)N1CCn2c1nc1ccccc12)C(=O)NCc1ccc(F)cc1	9	-1	-1	-0.6	1
45	CSc1nc(-c2ccccc2)nc(C(C)C)n1	0	-1	-1	0.3	4
46	Cc1cccc(Nc2nnc(SCC(=O)NC(=O)Nc3ccc4c(c3)OCCO4)s2)c1	-6	0	-1	-0.6	2
47	CCOc1cc(/C=N/NC(=O)c2ccccn2)ccc1OC(=O)c1cccs1	1	-5	-3	-0.9	1
48	CCC1(CC)NC(=O)N(CC(=O)OCC(=O)Nc2ccc(F)c(F)c2F)C1=O	-15	-5	1	0.4	4

no.	MBD2 inh	ADAM17 inh	UHRF1 binding	ARFGAP1 inhibitor	DDE Tn6 FP inh
41	5	-4	1	1	0
42	3	-1	-1	4	-3
43	2	-1	-1	-11	-1
44	-6	0	-2	4	1
45	4	-6	0	11	1
46	-6	0	0	3	0
47	0	-2	-3	2	-6
48	3	-5	10	2	-2

The list continues:
no.	compound	ASAP1 GAP inh	PLC-beta3 inh	PLCg1 inh	KLK7 zymogen act	Tn7 DDE FP
49	Cc1ccc(NC(=O)c2cc(-c3cc(Cl)ccc3O)n[nH]2)cc1C	-12	-2	5	-0.2	-4
50	CC(C(=O)NCc1cccc(Cl)c1)N1C(=O)c2ccccc2C1=O (stereo unspecified)	11	-5	-1	-0.5	-1
51	O=C(CSc1nnc2sc3ccccc3n12)c1ccco1	-11	-2	2	-0.9	7
52	COC(c1ccccc1)c1nnc(CCC(=O)NC2CCCCC2)o1 (stereo unspecified)	0	1	1	-0.9	-2

no.	MBD2 inh	ADAM17 inh	UHRF1 binding	ARFGAP1 inhibitor	DDE Tn6 FP inh
49	2	2	3	3	6
50	0	2	0	3	7
51	0	-4	0	0	-1
52	-4	0	-3	14	-5
